# DAX1 inh-1 = DAX1 (NR0B1) inhibitors, primary screen, cell-based, HEK293, Gal4-DAX1, luciferase luminescence | HEK293 Gal4-DAX1 luciferase reporter | inhibition, % at 6.75 µM | 340,000 tested, 0.99% active | AID 504766, 2011;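 active = inhibition above the mean over all tested compounds plus 3 SD, cut at about 4.2% in these data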;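 note: 0% = DAX1-transfected cells with DMSO and 100% = empty-vector control cells with DMSO; inhibition shows as a rise in luminescence from relieved DAX1 repression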
# Target sequence (P51843 207-470 limits assumed): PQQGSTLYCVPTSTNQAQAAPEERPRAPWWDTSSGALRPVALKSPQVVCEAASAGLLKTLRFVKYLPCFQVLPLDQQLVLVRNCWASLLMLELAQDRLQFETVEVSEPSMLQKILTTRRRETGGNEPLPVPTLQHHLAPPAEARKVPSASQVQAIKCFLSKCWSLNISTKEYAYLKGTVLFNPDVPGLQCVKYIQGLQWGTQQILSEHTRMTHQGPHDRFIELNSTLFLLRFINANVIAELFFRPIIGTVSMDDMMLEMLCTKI
# ssDAF12 agonist = S. stercoralis DAF-12 nuclear receptor activators, primary screen, cell-based, luminescence, HEK293, GRIP1 co-expression, lit1-tk-luc; 370,000 tested, 1% active; Nuclear hormone receptor DAF-12 (Strongyloides stercoralis); HEK293 ssDAF-12/GRIP1 lit1-tk-luc reporter; % of 3 µM dafachronic acid response; activation, % at 6.8 µM;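 active = activation above the mean over all tested compounds plus 3 SD, cut at about 0.9% in these data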;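 note: 0% = DMSO-only wells and 100% = 3 µM delta7-dafachronic acid wells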
# FXN GAA850 act = FXN promoter activators, primary screen, cell-based, luciferase luminescence, HEK293 lucGAA850 | HEK293 lucGAA850 FXN promoter luciferase reporter, 24 h; percent of 10 µM SAHA response | activation, % at 6 µM | 360,000 tested, 0.56% active | AID 540364, 2011;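 active = activation above the average of all compounds screened plus 3 SD, cutoff fixed separately per campaign, cut at about 7.5% in these data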;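 note: 0% = DMSO wells and 100% = 10 µM SAHA wells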
# PLCb3 inh = human PLC-beta3 inhibitors, primary screen, biochemical, fluorescence; inhibition, % at 12.2 µM; 370,000 tested, 0.18% active; Purified PLC-beta3, fluorogenic substrate; 1-phosphatidylinositol 4,5-bisphosphate phosphodiesterase beta-3 (Homo sapiens), Q01970; in the data active = inhibition above about 11%;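 note: 0% = median of compound wells on plate and 100% = full blocker control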
# hgDAF-12 ag = H. glycines DAF-12 receptor agonists, primary screen, cell-based, luminescence, HEK293, GAL4 fusion, UAS-luciferase; Nuclear hormone receptor DAF-12 (Heterodera glycines), GAL4 fusion; HEK293 GAL4-hgDAF12 UAS-luciferase reporter, agonist luminescence; normalized to butyrate control; activation, % at 6.8 µM; 370,000 tested, 1.8% active; AID 687014, 2013;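 active = activation above a cutoff set at the mean of all screened compounds plus 3 SD, cut at about 10% in these data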;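 note: 0% = DMSO wells and 100% = sodium butyrate wells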
# DAX1 inh-2 = DAX1 (NR0B1) inhibitors on StAR promoter, primary screen, cell-based, luminescence, SF-1 (NR5A1), full-length DAX-1 | HEK293T StAR-luciferase reporter, SF-1/DAX-1 repression relief | inhibition, % at 6.8 µM | 370,000 tested, 1.1% active | AID 652010, 2013;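 active = inhibition above the mean over all tested compounds plus 3 SD, cut at about 3.6% in these data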;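 note: 0% = DAX-1 cells with DMSO and 100% = cells lacking DAX-1 with DMSO; higher inhibition means more luminescence from relief of DAX-1 repression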
# sPLA2-III inh = human group III sPLA2 inhibitors, primary screen, biochemical, QFRET, BODIPY PC-A2 liposome substrate; 370,000 tested, 0.56% active; QFRET BODIPY PC-A2 liposome hydrolysis, fluorescence; inhibition, % at 12.2 µM; AID 743126, 2013; Group 3 secretory phospholipase A2 (Homo sapiens), Q9NZ20;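 active = inhibition above mean plus 3 SD of compounds lying within the high and low control bounds, cut at about 19% in these data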;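 note: 0% = median of test compound wells and 100% = no enzyme DMSO wells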
# hcDAF-12 act = H. contortus DAF-12 nuclear receptor activators, primary screen, cell-based, luminescence, HEK293, lit1-tk-luc reporter | HEK293 hcDAF-12 lit1-tk-luc reporter; 0% DMSO, 100% Δ7-dafachronic acid | activation, % at 6.8 µM | 370,000 tested, 1.4% active;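 active = activation above the mean of all tested compounds plus 3 SD, cut at about 5.5% in these data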;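 note: 100% = response to 3 µM Δ7-dafachronic acid high control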
# SMARCA2 act = SMARCA2 (BRM) function activators, primary screen, cell-based, luminescence, high throughput; MG213 cells, MMTV-luciferase reporter, dexamethasone, overnight; activation, % at 9.1 µM; 370,000 tested, 1% active; AID 652017, 2013; in the data active = activation above about 7.8%;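 note: 0% = vehicle wells and 100% = reference activator wells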
# PG9 binder = binders of HIV-1 gp120 antibody PG9, primary screen, biochemical, TR-FRET. 360,000 tested, 0.43% active. AID 624416, 2012. inhibition, % at 6.7 µM. TR-FRET gp120-PG9 antibody binding. HIV-1 gp120 / PG9 antibody interaction; in the data active = inhibition above about 8.5%
# NR1D1 modulator = modulators of Rev-erb alpha DNA binding, primary screen, biochemical, FITC-DNA, fluorescence polarization, uHTS; AID 1259318, 2017; activity, % at 10 µM; Rev-erbα–FITC-DNA binding, 90 min; 370,000 tested, 0.79% active; Nuclear receptor subfamily 1 group D member 1 (Homo sapiens), P20393;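 active = activity above about 14%, limit read from the data; passing the limit was not always enough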;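 note: 0% = DMSO wells with 35 nM protein and 100% = DMSO wells with 750 nM protein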
# Target sequence (P20393 whole entry, looked up): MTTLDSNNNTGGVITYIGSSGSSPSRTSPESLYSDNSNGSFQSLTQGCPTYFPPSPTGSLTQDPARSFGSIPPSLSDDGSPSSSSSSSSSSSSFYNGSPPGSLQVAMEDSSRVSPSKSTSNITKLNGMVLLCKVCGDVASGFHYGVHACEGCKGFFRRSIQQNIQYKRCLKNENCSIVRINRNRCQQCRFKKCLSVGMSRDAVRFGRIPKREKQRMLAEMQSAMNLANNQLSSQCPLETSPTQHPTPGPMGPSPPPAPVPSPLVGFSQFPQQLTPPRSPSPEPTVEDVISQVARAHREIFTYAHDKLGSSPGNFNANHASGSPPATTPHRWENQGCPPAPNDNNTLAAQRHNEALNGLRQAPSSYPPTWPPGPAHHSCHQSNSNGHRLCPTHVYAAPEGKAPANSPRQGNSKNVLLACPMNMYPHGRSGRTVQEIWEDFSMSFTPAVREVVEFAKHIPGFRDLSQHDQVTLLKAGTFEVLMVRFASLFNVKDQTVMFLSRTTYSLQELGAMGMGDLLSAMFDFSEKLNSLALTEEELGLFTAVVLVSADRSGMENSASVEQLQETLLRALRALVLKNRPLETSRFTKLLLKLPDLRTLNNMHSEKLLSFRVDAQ
# An asterisk follows results filed as active; i = inactive; nt = not tested or not shown; & = joins results of further samples; ! = not active in a repeat. A portion of the library, so the mix of outcomes need not match the whole.
SMILES,DAX1 inh-1,ssDAF12 agonist,FXN GAA850 act,PLCb3 inh,hgDAF-12 ag,DAX1 inh-2,sPLA2-III inh,hcDAF-12 act,SMARCA2 act,PG9 binder,NR1D1 modulator
O=C(O)c1ccc(N=Cc2c(O)n(Cc3ccc(F)cc3)c(=O)[nH]c2=O)cc1,-1.6,-1.6,0.9,-10,-1.6,-0.1,-9,-1.9,3,1.1,-3
O=c1[nH]c(=O)n(Cc2ccccc2)c(O)c1/C=C1\C=Nc2ccccc21,0.3,-0.7,-0.5,-8,-0.1,-0.3,-12,4.3,1,-1.4,4
CCn1ccnc1CN1CCCC(C(=O)c2cc(C)c(OC)c(C)c2)C1 (configuration not stated),-0.7,-1.9,-1.8,2,2.6,-1.3,-1,-0.8,-1,-1.5,6
CC(=O)Nc1ccccc1C(=O)OCc1ccc(C(=O)c2ccccc2)cc1,-2.0,-2.0,2.4,1,5.1,-2.0,-6,-3.3,-4,-2.5,5
CC[C@@H](O)C[C@H]1CCC[C@@]2(C[C@@H]3OC(=O)/C=C/[C@@](C)(O)[C@@H](O)[C@H](C)[C@@H](O)[C@H](OC4CCC(N(C)C)C(C)O4)[C@@H](O)[C@](C)(O)CCCCC/C=C/[C@@H]4CC(C)(C)O[C@@]4(O)C[C@H](O2)[C@H]3C)O1 (some centres not stated),-5.3,-2.3,-9.6,4,-12,-5.5,-13,-5.1,-7,-3.5,-6
COc1ccc(-c2cc(=NCCCCCC(=O)O)c3cc(C)ccc3o2)cc1,0.7&-0.1,-0.8&-0.8,2.8&5.2,i,11*!,2.4&1.9,5&3,2.5&1.3,3&3,4.7&4.8,-7&-6
CC1([N+](=O)[O-])COP(=O)(Nc2ccc(F)cc2)OC1 (configuration not stated),2.4,-1.0,1.8,-1,1.4,-0.5,9,0.9,0,-2.4,12
Nc1ccc2c(c1)oc1ccccc12,1.2,-0.9,1.0,-9,11*,2.0,15,1.9,-1,0.1,1
CC(C)C(O)(C(=O)OCC1=CCN2CCC(O)C12)C(C)O (configuration not stated),nt,-1.0,-2.6,6,-1.9,-0.2,0,2.9,1,1.6,-10
COc1ccc(-c2n(-c3ccccn3)c3ccccc3[n+]2-c2ccccn2)cc1,-1.1,-1.5,-0.3,-40,-5.0,-0.3,13,-0.2,-4,2.0,1
Cc1cc(Br)ccc1N1C(=O)CC(=O)NC1=O,0.3,-1.2,3.5,-1,0.8,0.4,-11,-1.0,2,-3.6,-6
CCCC[N+]1(C)[C@@H]2CC(OC(=O)[C@H](CO)c3ccccc3)C[C@H]1[C@@H]1O[C@@H]12 (some centres not stated),-0.3,-1.4,-0.4,2,-0.7,0.0,-3,-1.0,1,-0.6,-1
O=c1[nH]c(O)c(/C=C2\C=NN=C2c2ccccc2)c(=O)[nH]1,0.4,-1.0,-1.5,-3,-1.9,0.3,0,-1.3,0,1.0,4
N#Cc1c(/N=C/C2C(=O)NC(=S)NC2=O)sc2c1CCCC2,1.8,-0.9,2.3,-12,-1.6,-0.5,7,0.4,-2,-2.1,6
COc1cc(CN2CCCC(C(=O)c3sccc3C)C2)cc(Cl)c1O (configuration not stated),-0.8,-2.0,1.2,-5,-1.9,1.1,-8,0.3,-3,0.2,-1
CCOC(=O)C1(c2ccccc2)CCN(CCC(=O)Nc2cccc(Br)c2)CC1,-1.9,-1.6,-4.8,1,0.9,-1.9,-28,-0.8,0,-2.3,3
CCOc1ccc2nc(N=Nc3c(O)[nH]c(=O)[nH]c3=O)sc2c1,2.6,-0.8,-0.5,-1,-1.0,-0.7,2,0.0,-5,-6.8,25*
C=CCN1CC[C@]23c4c5ccc(O)c4OC2C(=O)CC[C@@]3(O)C1C5 (some centres not stated),-0.9,-1.4,-2.1,-2,2.2,-0.3,-5,-1.3,-1,-2.3,3
O=S(=O)(c1cccc2ccccc12)N1Cc2ccccc2-n2nncc2C1,-0.3,-1.4,0.7,1,0.4,-0.5,-14,-3.1,-4,0.5,1
CCCCCCC[n+]1ccc(-c2cc[n+](CCCCCCC)cc2)cc1,0.8,-1.8,2.0,0,-0.5,-0.7,5,-1.6,-4,-1.4,-4
CC(=O)N1N=C2C3CCN(CC3)C2C1c1ccc(C)cc1 (configuration not stated),0.7,-0.1,1.8,3,0.5,-1.3,2,-1.1,-2,0.1,-2
CN1C(=O)c2ccccc2NC(=O)C1Cc1ccccc1 (configuration not stated),4.9*,-0.4,0.0,-5,0.4,0.3,-29,-1.4,1,0.3,-1
COc1cc(CC2(CCc3ccncc3)C(=O)NC(=O)NC2=O)cc(OC)c1OC,0.6,-1.3,1.0,-2,5.6,-0.5,7,-1.0,1,-0.1,0
CC1C=CCCC12C(=O)NC(=O)NC2=O (configuration not stated),-0.1,-1.2,-1.3,3,-0.5,0.1,-6,-0.5,-1,-2.5,-8
Cc1cc(Oc2ccc(C(F)(F)F)cc2[N+](=O)[O-])c2c3c(c(=O)oc2c1)CCCC3,0.0,-0.4,2.8,0,-0.8,0.2,-4,1.3,2,-2.1,-1
COc1ccc(-n2nc(C(=O)NCC(=O)N3CCC4(CC3)OCCO4)c3ccccc3c2=O)c(OC)c1,2.8,-0.8,0.7,-9,8.1,1.3,2,2.9,6,0.1,-7
Oc1ccc(Cl)c(Cl)c1,0.0,-1.1,-0.9,1,-0.6,0.2,-14,-1.2,-2,0.1,0
O=[N+]([O-])c1ccccc1CNCCc1ccc(F)cc1,0.9,0.2,4.4,2,4.5,0.7,4,0.6,1,0.3,1
COC(=O)C1=C(c2ccc(Cl)c(C(F)(F)F)c2)C[C@@H]2CC[C@H]1N2C,1.6,-0.5,0.7,0,1.5,0.4,-11,-1.2,0,0.1,0
O=C(CN1CC(c2ccccc2)CC1=O)NCc1ccc(F)cc1 (configuration not stated),0.9,-1.3,-0.2,3,2.6,-0.5,0,0.9,-1,-0.5,-2
COc1cc(O)cc2c1C(=O)O[C@@H](C)CCCC(=O)CCCCC2,-0.8,-1.3,1.1,-3,1.8,-0.6,-27,-2.1,2,0.2,0
O=C1NC(=S)N(c2ccccc2)C(=O)C1C(c1ccncc1)C1C(=O)NC(=S)N(c2ccccc2)C1=O (configuration not stated),1.3,-0.4,1.6,-1,-0.5,0.0,1,-0.8,-1,1.0,9
CC[C@]12CCN(CC3(O)CC3)[C@H](Cc3ccc(O)cc31)C2(C)C,nt,0.0,nt,1,0.6,1.0,6,-0.4,0,0.7,-3
N=C1c2ccccc2CN1c1cccc([N+](=O)[O-])c1,3.9,-1.2,1.5,1,2.2,-0.6,-3,-0.6,4,-1.1,-3
Cc1cc(C(=O)CN2CCCC2)c(C)n1-c1ccc(F)cc1,-1.4,-1.4,0.6,-7,2.0,-0.4,2,0.3,-4,0.6,2
CC(C)(C)P(=O)(c1ccncc1)N1CCCC1 (configuration not stated),1.0,-2.3,-0.3,-2,0.3,0.3,7,-0.3,1,-0.9,-14
CSc1nc(Cl)c(Br)c(N2CC2)n1,4.6*,-1.1,0.0,3,-1.5,1.0,12,0.2,-8,1.4,-3
O=C(c1cc(-c2cccnc2)nc2ccccc12)N1CCC2(CC1)OCCO2,0.4,-1.1,0.1,0,0.8,-1.4,5,-0.3,1,1.1,5
COc1ccc(-n2c(O)c(C(C)=NCc3ccco3)c(=O)[nH]c2=O)cc1,1.5,-1.8,0.8,-1,-2.3,0.1,0,-1.6,-1,-1.0,-1
CCOC(=O)C(O)(c1ccc(N)c(OC)c1)C(F)(F)F (configuration not stated),0.4,-1.1,-1.7,2,-1.0,0.0,6,1.4,0,-1.5,-3
CN1CCN(c2c(F)cc([N+](=O)[O-])c(N)c2Br)CC1,0.3,-1.8,1.4,-5,1.2,-0.1,-5,0.2,1,0.1,2
CCOc1ccccc1CN1CCCC(C(=O)c2cc(F)ccc2F)C1 (configuration not stated),0.3,-1.4,-1.2,5,2.5,0.2,-5,1.4,-1,0.5,-2
CC1([N+](=O)[O-])COP(=O)(Nc2ccccc2F)OC1 (configuration not stated),0.8,-0.2,0.3,3,-0.7,0.5,-1,0.0,-3,0.2,2
c1ccc(N2Cc3ccccc3-n3nncc3C2)nc1,0.5,-0.9,2.1,0,-2.4,0.2,3,-1.3,-2,-1.2,4
O=C(c1cc(-c2ccncc2)nc2ccccc12)N1CCC2(CC1)OCCO2,1.0,-1.8,-0.4,3,-1.1,-0.4,-4,-1.5,0,0.6,-1

# From PubChem
